# CAL PDZ FP-1: untagged CAL PDZ binding inhibitors, primary screen, biochemical, fluorescence polarization, HTS | Golgi-associated PDZ and coiled-coil motif-containing protein (Homo sapiens), Q9HD26 | AID 602252, 2012 | actives 0.92% (n = 300,000) | inhibition, % at 24.9 µM | purified CAL PDZ, TMR-peptide fluorescence polarization, 1 h;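 active = mean inhibition of at least 30% with at least half of replicates also reaching 30%; inconclusive = no clear call, values can overlap the other calls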;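 note: 0% = DMSO neutral control and 100% = excess unlabeled competitor peptide PRC23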
# NSD2 HMT inh: NSD2 histone methyltransferase inhibitors, primary screen, biochemical, AlphaScreen, single concentration, set 2. NSD2 peptide methylation, 120 min. inhibition, % at 12.5 µM. actives 0.54% (n = 310,000). AID 743445, 2014; in the data active = inhibition above about 50%
# SR-BI uptake up: activators of SR-BI mediated DiI-HDL uptake, primary screen, ldlA[mSR-BI] CHO cells, DiI fluorescence; actives 0.096% (n = 320,000); 3 h; 100 = double the neutral-control signal; activation, % at 12.5 µM; AID 504775, 2011;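 active = mean replicate activation of at least 60% and every replicate at or above 60%; inconclusive = mean or all-replicate condition met, but not both; inactive = mean below 60% and not all replicates reaching 60%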;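 note: 0% = median plate neutral-control signal and 100% = twice that signal; values of inactives mirror those of a sister screen read the other way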
#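 Assay system: LDL receptor-deficient CHO ldlA cells overexpressing murine SR-BI / Medium: BSA-supplemented, HEPES-buffered Ham's F12, pH 7.4 / Probe or stimulus: DiI-labelled HDL at 10 µg/mL final / Timing: compound with DiI-HDL co-incubation, 3 h at 37 °C / Technique: bottom-read cell fluorescence after medium removal, ex 550/em 595 nm / Measure: HDL uptake via cellular fluorescence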
# PfHsp90 yeast 2: growth inhibition of PfHsp90-expressing yeast, primary screen, antimalarial PfHsp90 inhibitor project, S. cerevisiae, BacTiter-Glo luminescence, single point, set 2. AID 504621, 2011. inhibition, % at 9.4 µM. BacTiter-Glo ATP, 48 h; yeast lacking PDR1 and PDR3 efflux regulators. actives 0.32% (n = 310,000);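 active = every replicate shows inhibition above about 80%, whatever the replicate mean, limit read from the data; inconclusive = mean inhibition reaches the set limit but some replicate falls short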;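 note: 0% = DMSO neutral controls and 100% = 20 µM radicicol positive controls; yeast relying on Plasmodium falciparum Hsp90 in place of its own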
# dFosB activator: activators of delta FosB homodimer, primary screen, biochemical, fluorescence polarization, TAMRA-CDK5 oligo, single point; actives 0.99% (n = 340,000); Protein FosB (Mus musculus), P13346; AID 493131, 2011; purified delta FosB; percent of positive-control signal above neutral wells; activation, % at 25 µM;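 active = mean activation above about 17%, with every replicate also reaching it, limit read from the data, passing the limit was not always enough; inconclusive = only one of the two conditions met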;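 note: fluorescence polarization rise as delta FosB binds a TAMRA Cdk5 AP-1 oligo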
# Target sequence (P13346 whole entry, looked up): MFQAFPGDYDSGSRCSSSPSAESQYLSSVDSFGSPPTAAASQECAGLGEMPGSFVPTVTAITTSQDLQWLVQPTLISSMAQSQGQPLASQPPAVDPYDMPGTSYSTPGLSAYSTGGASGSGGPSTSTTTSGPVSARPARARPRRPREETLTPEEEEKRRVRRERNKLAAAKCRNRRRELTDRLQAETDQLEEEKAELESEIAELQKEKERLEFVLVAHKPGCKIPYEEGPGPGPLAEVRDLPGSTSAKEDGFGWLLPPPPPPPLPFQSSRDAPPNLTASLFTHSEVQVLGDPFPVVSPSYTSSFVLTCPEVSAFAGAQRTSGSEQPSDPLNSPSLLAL
# Rtt109 HAT inh: inhibitors of C. albicans Rtt109/Vps75 HAT, primary screen, biochemical, ThioGlo CoA-SH fluorescence, plate reader | Histone acetyltransferase RTT109 (Candida albicans (strain SC5314 / ATCC MYA-2876)), … | inhibition, % at 34.9 µM | purified Rtt109/Vps75, 4 h | actives 0.16% (n = 330,000);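 active = inhibition of at least 50% in every replicate; inconclusive = best replicate reaches 50% inhibition but some replicates fall short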
# Target sequence (Q5AAJ8 whole entry, looked up): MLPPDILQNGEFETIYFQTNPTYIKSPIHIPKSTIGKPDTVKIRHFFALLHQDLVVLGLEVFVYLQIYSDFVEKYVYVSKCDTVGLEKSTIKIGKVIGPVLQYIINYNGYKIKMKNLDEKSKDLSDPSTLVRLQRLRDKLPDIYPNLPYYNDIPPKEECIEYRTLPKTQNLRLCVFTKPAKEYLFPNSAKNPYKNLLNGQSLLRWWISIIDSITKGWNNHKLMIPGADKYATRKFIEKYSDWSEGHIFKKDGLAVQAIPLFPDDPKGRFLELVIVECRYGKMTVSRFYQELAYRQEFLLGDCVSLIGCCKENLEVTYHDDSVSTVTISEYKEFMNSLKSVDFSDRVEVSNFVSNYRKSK
# SR-BI HDL uptake: inhibitors of SR-BI mediated HDL lipid uptake, primary screen, ldlA[mSR-BI] cells, fluorescence, single point | ldlA[mSR-BI] CHO cells, DiI-HDL uptake fluorescence, 3 h | inhibition, % at 12.5 µM | actives 0.96% (n = 320,000);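 active = mean replicate inhibition of at least 70% and a set share of replicates each scoring 70 or more; inconclusive = meets just one of the two criteria; inactive = fails both criteria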;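 note: 0% = median of neutral control wells and 100% = median of positive control wells; values of inactives mirror those of a sister screen read the other way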
# PvdQ inh: P. aeruginosa PvdQ acylase inhibitors, primary screen, biochemical, fluorescence, plate reader and imaging, single point; purified PvdQ acylase; inhibition, % at 10 µM; actives 0.063% (n = 340,000); in the data active = inhibition above about 30%, passing the limit was not always enough; inconclusive = no clear call, values can overlap the other calls;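 note: 0% = vehicle neutral wells and 100% = reference inhibitor wells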
# CAL PDZ FP-2: CAL PDZ peptide-binding inhibitors, primary screen, biochemical, fluorescence polarization, Cer-tagged CAL PDZ, HTS. Golgi-associated PDZ and coiled-coil motif-containing protein (Homo sapiens), Q9HD26. purified CAL PDZ, TMR-peptide fluorescence polarization, 1 h. inhibition, % at 20 µM. actives 0.02% (n = 330,000). AID 504414, 2011;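 active = highest replicate inhibition of at least 40%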;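 note: plate controls were DMSO neutral control wells for no effect and unlabeled competitor peptide control wells for full effect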
#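 Material – purified CerCALP PDZ construct · Detection – FP readout, S and P plane fluorescence · Measure – percent inhibition from loss of millipolarization · Controls – unlabelled peptide for full inhibition, DMSO wells as neutral · Probe or stimulus – TMR-labelled reporter peptide T*-PRC34 bound in PDZ groove · Times – 1 h at RT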
# MITF act: activators of MITF-driven TRPM1 promoter reporter, primary screen, cell-based, SK-MEL-5, luciferase, single point; activation, % at 12.5 µM; AID 588334, 2011; SK-MEL-5 TRPM1-promoter luciferase, 24 h; % of positive control, neutral wells = 0; actives 0.75% (n = 300,000);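 active = mean activation of at least 80% with every replicate also reaching 80%; inconclusive = mean reaches 80% but some replicate falls short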;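 note: 0% = neutral control wells and 100% = parthenolide positive control wells; values of inactives mirror those of a sister screen read the other way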
# Starred values were filed as active, the others as inactive; ? = inconclusive; / = no result given; & = joins results of further samples.
SMILES,CAL PDZ FP-1,NSD2 HMT inh,SR-BI uptake up,PfHsp90 yeast 2,dFosB activator,Rtt109 HAT inh,SR-BI HDL uptake,PvdQ inh,CAL PDZ FP-2,MITF act
CCC(=O)c1ccc(OCC(=O)OC(C)C(=O)N2CCc3ccccc32)cc1 (configuration not stated),-2,4,-1,-22,-4,0,1,-19,-2.8,2
O=C(NCc1ccccc1)c1ccc(Br)o1,1,/,35,-6,9,-6,-35,26,0.4,12
COc1ccc(C2CC(c3ccc(F)cc3)=NN2c2ccccc2)cc1OC (configuration not stated),-13,-5,-44,-26,-4,2,44,-20,0.1,/
COc1ccccc1N1CCN(C(=O)CSc2nnc(NC(=O)c3ccco3)s2)CC1,-2,3,-50,18,-9,2,50,-9,-2.5,8
O=C(CSc1nc2ccsc2c(=O)n1-c1ccccc1)N1CCCC1,/,-4,6,-2,-5,8,-6,2,-2.1,-3
N#Cc1ccc(NC(=O)COC(=O)C2Cc3ccccc3CN2C(=O)c2ccccc2)cc1 (configuration not stated),-1,2,16,/,2,-6,-16,-8,-0.5,-7
Cc1ccc(CN2CCN(Cc3nc(C(C)C)cs3)CC2CCO)cc1 (configuration not stated),-3,0,/,-20,-1,-5,/,-13,-2.5,13
O=Cc1ccc(OC(=O)c2cccnc2)cc1,-8,-1,15,15,2,13,-11,-3,-2.5,-16
CCCOC(=O)c1ccc(OCC(O)CN2C(=O)NC(C)(C)C2=O)cc1 (configuration not stated),0,26,8,10,4,-1,-8,-4,1.5,/
CCOc1ccc(C(=O)NCc2ccco2)cc1OC,2,-4,11,-23,-3,0,-11,-13,0.8,-4
Cc1nc2ccc(NC(=O)c3nn(C(C)C)c(=O)c4ccccc34)cc2s1,-1,3,4,12,-13,-1,-4,-8,-3.1,6
CCCC(c1nnnn1Cc1cccs1)N1CCN(c2ccc(OC)cc2)CC1 (configuration not stated),-2,2,5,-16,-6,-9,-5,-11,0.4,-11
O/N=C\c1ccc2noc(-c3ccc(Cl)cc3)c2c1,-5,1,-37,-8,3,-10,37,-3,-2.3,17
COc1ccc(CC(=O)NNS(=O)(=O)c2ccccc2)cc1OC,1,-2,32,11,-7,5,-32,-8,1.4,3
COc1ccc(CN(CC2CCC(C(=O)O)CC2)C(=S)Nc2cc(C)cc(C)c2)cc1 (configuration not stated),/,-1,13,-9,-4,13,-13,2,-1.4,2
C[C@H](NC(=O)[C@@H]1CCC(=O)N1Cc1ccco1)c1ccccc1,1,-5,4,3,1,3,-4,-19,-1.9,-8
COc1cc(NC(=O)CCc2nnc3ccc(N4CCCC4)nn23)cc(OC)c1OC,-6,1,17,-14,-1,-3,-17,-6,-1.9,-14
CC(C)CNc1nc(NC(C)(C)C)nc(Oc2ccc(=O)[nH]n2)n1,1,0,12,18,-5,-1,-12,-14,-0.9,-11
CCOc1cc(CNCC2CCCO2)cc(Br)c1OCC(N)=O (configuration not stated),1,1,1,13,-2,-2,-1,-10,-0.6,/
CCOc1ccc(N2C(=O)C3Sc4[nH]c(=O)sc4C(/C=C/c4ccccc4)C3C2=O)cc1 (configuration not stated),-4,4,-6,-17,-26,1,6,3,0.3,4
Cc1nc2ccc(S(=O)(=O)N(C)CC(=O)NCCc3ccccc3)cc2s1,4,2,-7,-6,-6,22,7,5,-1.7,-3
CC1CN(C2CCN(S(=O)(=O)c3ccc4ccccc4c3)CC2)CC(C)O1 (configuration not stated),-1,2,1,/,-11,-3,-1,-13,-2.4,/
S=C1NC(c2cccs2)=CC(c2ccc(Br)cc2)N1 (configuration not stated),-1,1,-77,5,-5,1,?,-9,-0.9,-14
COc1cccc(C(=O)N2CCN(C(=O)c3cccc(F)c3)CC2)c1,-2,/,14,20,0,3,-14,-17,-1.5,8
CCOC(=O)CC(N)c1ccc(OC)cc1 (configuration not stated),-5,0,3,-13,3,2,-3,-11,0.4,2
O=C(CN1CCCC1)N1CCCc2ccccc21,-1,-1,4,-7,-2,3,-4,-2,0.3,12
CC1CCN(c2nc3c(=O)[nH]c(N)nc3n2[C@@H]2O[C@H](CO)[C@@H](O)[C@H]2O)CC1,6,3,48,-30,11,0,-48,-7,0.3,8
CC(=O)NC12CC3CC(C1)CC(C(=O)Nc1c(C)n(C)n(-c4ccccc4)c1=O)(C3)C2,-4,-3,-6,/,-4,-6,6,-12,-1.3,4
O=C(COC(=O)/C=C/c1cccc(Br)c1)NC1CC1,/,-9,8,7,3,14,-8,8,0.3,8
O=C(COc1ccccc1C(=O)O)Nc1nc2ccc([N+](=O)[O-])cc2s1,-1,-2,3,-18,25*,-1,-3,-7,0.6,5
COCN(C#N)c1nc(N(C)C)nc(N(C)C)n1,97*,1,1,1,0,/,-1,-14,-0.4,0
CCOc1ccc(-c2nnc(SCC(=O)NC(C)(C)C)nc2-c2ccc(OCC)c(OC)c2)cc1OC,-15,5,-47,-6,-15,0,47,-2,-2.7,-22
O=c1cc(-c2ccc(Br)cc2)[nH][nH]1,2,0,16,3,-5,/,-16,-8,-0.7,1
CCc1ccc(C(C)NC(=O)c2cc(C)oc2C)cc1 (configuration not stated),-2,/,39,/,-8,22,-39,-4,-0.9,/
COc1cc(NC(=O)Cn2cnc(S(=O)(=O)N3CCCC3)c2)cc(OC)c1OC,-1,-2,5,0,-13,-2,-5,-16,-3.0,-2
CCC(C)NC(=O)Cc1c(OC)ccc2cc(Br)ccc12 (configuration not stated),3,20,/,0,-3,2,/,-15,16,-5
COCCCN1CN(Cc2ccccc2)CNC1=S,-5,-2,14,-18,2,-1,-14,-17,-0.1,1
Cc1c(C)n(CCCN(C)C)c2ncnc(NC3CCCCC3)c12,-2,12,10,-9,-3,/,-10,-16,-2.7,21
CCSc1nc(=O)n(-c2ccccc2)c(C)c1C(C)=S,0,-4,19,/,-10,9,-19,-7,0.2,/
O=C(NNc1c(Cl)cc(Cl)cc1Cl)C1CCC1,-2,-6,31,33,10,-2,-31,-10,0.4,-3
CN(C)S(=O)(=O)NC(c1ccccc1)c1ccccc1,1,-3,7,-10,13,0,-7,-3,-3.5,/
O=S(=O)(c1ccc2c(c1)OCCO2)N1CCC(c2nc3ccccc3s2)CC1,-1,2,4,-5,4,0,-4,-8,-2.2,3
CCOc1nc(Nc2ccc(OC)cc2)nc(N2CCOCC2)n1,25,/,5,-18,-9,6,-5,-6,-2.5,10
CC1=CC(=O)C(C(C)=Nc2ccccc2[N+](=O)[O-])C(=O)O1 (configuration not stated),1,-1,10,-4,2,1,-10,-11,-0.2,8
COCCCNC(=O)C(C)N1c2cccc3cccc(c23)S1(=O)=O (configuration not stated),-5,-3,0,4,-12,1,0,-13,-0.1,/
COc1ccc(OCC(=O)NNC(=O)Cn2c(=O)cnc3ccccc32)cc1,3,-2,3,-10,3,13,-3,-7,-1.1,-6
Cc1c(Br)c([N+](=O)[O-])nn1C(C)C(=O)NCc1cccnc1 (configuration not stated),-3,-3,16,-13,6,8,-16,2,-0.4,-11
O=Cc1ccc2oc3nc4n(c(=O)c3c(=O)c2c1)CCCS4,-3,-2,19,/,-38,/,-19,-11,-2.2,/
O=C(O)CC1SC(=Nc2cccc(O)c2)NC1=O (configuration not stated),4,-1,6,6,1,-1,-6,-7,0.2,5
N#Cc1cccc(-n2nnnc2-c2ccccn2)c1,0,4,-11,-4,1,11,11,11,-1.9,11
COC(=O)c1sccc1N/N=C/c1ccc(OC)c(OC)c1OC,/,-3,-27,4,8,13,27,?,0.7,70
COc1ccc2c(c1)cc1n2CCN2CCCN=C12,-1,0,-1,-11,0,1,1,-10,0.0,3
Cc1cccc(OCc2nc(C#N)c(N3CC(C)CC(C)C3)o2)c1 (configuration not stated),/,/,4,38,-10,5,-4,-8,-0.9,-5
Cc1ccc(NC(=O)COC(=O)c2nn(C)cc2Cl)cc1,/,0,/,-1,0,3,/,-6,-1.3,0
Cc1cccc(NC(=O)CSc2nnc(-c3ccccc3Br)o2)c1C,-5,0,-2,-34,3,1,2,1,-3.4,6
O=C(NCCc1ccccc1)C1CCN(Cc2ccccc2F)CC1,3,-2,21,-8,-1,-5,-21,2,-1.1,12
CC(C)C(=O)N1CCN(CCN=CC2=C(O)CC(c3ccco3)CC2=O)CC1 (configuration not stated),3&-5,-1&21,15&6,18&4,2&0,7&1,-15&-6,-23&10,-1.7&-0.8,-4&2
CC(C)Cc1ccc(S(=O)(=O)Nc2ccccn2)cc1,/,1,/,6,-7,-5,/,-7,-1.3,0
Cc1cc(S(=O)(=O)N2CCCC(N(C)CCc3ccccn3)C2)c(C)cc1Cl (configuration not stated),-1,25,1,-5,-3,0,-1,-16,-2.7,10
Cc1nnc(SCC(=O)N(CC(C)C)c2c(N)n(CC(C)C)c(=O)[nH]c2=O)n1-c1ccccc1,-3,-2,8,17,-3,-1,-8,-12,-0.5,-4
Cc1ccc(NC(=O)N2CCCC2C(=O)NCC2CCCO2)cc1 (configuration not stated),-4,-7,17,-31,1,-1,-17,-11,/,-7
O=C(N/N=C/c1ccco1)c1ccc(OCc2ccccc2)cc1,-3,5,4,24,-1,-10,-4,-13,-1.3,2

# Random excerpt: two compounds from above, in no set order.
SMILES,CAL PDZ FP-1,NSD2 HMT inh,SR-BI uptake up,PfHsp90 yeast 2,dFosB activator,Rtt109 HAT inh,SR-BI HDL uptake,PvdQ inh,CAL PDZ FP-2,MITF act
CC(C)C(=O)N1CCN(CCN=CC2=C(O)CC(c3ccco3)CC2=O)CC1 (configuration not stated),3&-5,-1&21,15&6,18&4,2&0,7&1,-15&-6,-23&10,-1.7&-0.8,-4&2
O=Cc1ccc2oc3nc4n(c(=O)c3c(=O)c2c1)CCCS4,-3,-2,19,/,-38,/,-19,-11,-2.2,/

# High-throughput results as filed in PubChem.
